Source: PubChem BioAssay
RMI FANCM FP – RMI-FANCM interaction inhibition; FP signal (polarization) at 33 µM; 70,000 compounds, 0.58% hits; Fluorescence polarization, RMI core complex with F-MM2 peptide; active compounds read low; AID 1159607; in the data active = FP signal below about 40; note: inactives centre near 61; strong numbers were not always called active; unit not given here
* marks the source's active call; other numbers are inactive results; & = joins results of further samples. Not all compounds are listed; count on the stated rates, not on these rows.

RMI FANCM FP	SMILES
73	O=C(CCCS(=O)(=O)Cc1ccccc1)N(Cc1ccccc1)c1nc2ccc(F)cc2s1
54	CCOC(=O)c1nnn(-c2cc(Cl)cc(Cl)c2)c1Sc1ccccn1
63	CC(=O)[C@@]1(O)CC[C@H]2[C@@H]3CCC4=CC(=O)CC[C@]4(C)[C@H]3CC[C@@]21C
53	Cc1n[nH]c(C)c1Oc1ccc(Cl)cc1
44	COCCN1CCCc2ccc(NS(=O)(=O)CCc3ccccc3)cc21
86	Cc1ccc(S(=O)(=O)c2nc(S(=O)(=O)C3CCCCC3)sc2NCc2cccnc2)cc1
58	CC(=O)O[C@H]1CC[C@]2(C)C3=CC(=O)[C@@]4(C)C(C[C@@H]5OC6(OCC(C)CC6Br)[C@@H](C)[C@@H]54)C3CC[C@H]2C1 (stereo partly drawn)
53	CCOC(=O)CSc1ccc2nnc(-c3ccccc3)n2n1
80	O=C(CN(Cc1ccc(Cl)cc1)S(=O)(=O)c1cccnc1)NCCc1ccccc1
68	Cc1ccc(NC(=O)C2CCCCN2S(C)(=O)=O)cc1 (stereo not drawn)
66	Cn1ccc(C(=O)N(Cc2cccnc2)c2nc3c(F)cc(F)cc3s2)n1
70	COCC(=O)N1CCCc2ccc(NS(=O)(=O)c3ccc(C(C)(C)C)cc3)cc21
104	O=C(Cc1csc(SCC(=O)c2ccc(F)cc2)n1)Nc1nc2ccccc2s1
54	COc1ccc(NC(=O)c2cccs2)cc1N1CCCCC1=O
61	COc1ccc(-c2csc(CN3CCN(C(C)=O)CC3)n2)cc1
64	COc1ccccc1N1CCN(CCNC(=O)COc2ccc3ccccc3c2)CC1
54	CCOC(=O)c1csc(NC(=O)CCS(=O)(=O)c2ccc(Cl)cc2)n1
55	COc1ccc(S(=O)(=O)NCc2nnnn2-c2ccc(Cl)cc2)cc1C
59	COc1ccc(OC)c(-c2csc(NC(=O)CCc3ccccc3)n2)c1
61	COc1ccc(NC(=O)CSc2nc3c(c(=O)[nH]2)CN(Cc2ccccc2)CC3)cc1OC
74	COc1ccc(CN(CC(=O)Nc2ccc(C(N)=O)cc2)S(=O)(=O)c2cccnc2)cc1
57	CC(C)c1ccc(NC(=O)CSc2n[nH]c(=O)n2-c2ccc3c(c2)OCCO3)cc1
63	COc1ccc(Cl)cc1NC(=O)N1CCN(Cc2nc(-c3cccs3)cs2)CC1
55	CCCOc1ccnc2c1c(=O)n(CC(=O)NC1CCCC1)c(=O)n2C
70	O=C(c1ccco1)N1CCc2ccc(NS(=O)(=O)C3CCCCC3)cc21
65	O=C(CCCSc1ccc(NC(=O)c2ccc(F)cc2)nn1)NCc1ccco1
54	CCOc1cc(Nc2ccc(NC(=O)CC)cc2)nc(C)n1
63	OC(c1ccccc1)c1ccccn1 (stereo not drawn)
56	COc1ccc(Cc2nc(-c3ccccc3)n[nH]c2=S)cc1
52	O=C(CN1C(=O)c2ccccc2C1=O)Nc1cccc(-n2cccc2)c1
58	NC(CCCCNC(=O)c1ccccc1)C(=O)O (stereo not drawn)
71	O=C(Nc1nnc(-c2ccc(Cl)s2)o1)c1ccc(C(=O)c2ccccc2)cc1
90	Cc1ccccc1-c1noc(Cn2c(=O)n(CC(C)C)c(=O)c3ccccc32)n1
59	CSc1cccc(NC(=O)C(=O)NC2CCCCCC2)c1
61	COc1ccc(OCC(=O)NC(=S)N2CCOCC2)cc1
64	O=S(=O)(c1ccc(Cl)cc1)N1CCCC(c2nnc(-c3ccc4c(c3)OCO4)o2)C1 (stereo not drawn)
62	CCOc1cc(C)c(S(=O)(=O)N2CCC(C(N)=O)CC2)cc1C
70	Cc1cc(NC(=O)CSc2ccc(NC(=O)c3cccs3)nn2)on1
58	COc1ccccc1CNC(=O)C(=O)N1CCN(C(c2ccccc2)c2ccccc2)CC1
57	COc1ccc(S(=O)(=O)N2CCN(CCNC(=O)C(C)C)CC2)cc1
60	Cc1ccc(C)c(NC(=O)COc2coc(CN3CCc4ccccc4C3)cc2=O)c1
59	OC[C@H]1O[C@@H](n2cnc3c(N[C@H]4CC5CCC4C5)ncnc32)[C@H](O)[C@@H]1O (stereo partly drawn)
59	COc1ccc(-c2ccc(NS(=O)(=O)c3cc(F)ccc3F)cc2)nn1
50	N#C/C(N)=C(\C#N)NCc1cccc(Cl)c1
57	CC1CCc2sc(NC(=O)c3ccco3)c(C#N)c2C1 (stereo not drawn)
51	CCOC(=O)CSc1nnc(NC(=O)c2ccc(Cl)c(S(=O)(=O)N3CCCCCC3)c2)s1
74	CCOc1ccc(C(=O)N=c2sc3cccc(F)c3n2C)cc1
67	COc1ccc(C(=O)Nc2nnc(-c3ccc(Br)cc3)o2)cc1OC
75	Cc1cccc(NC(=O)CCCSc2ccc(NC(=O)c3ccco3)nn2)n1
53	C=C1SC(Nc2cccc(Cl)c2C)=NC1(C)C
30	Cn1c(-c2c(N)n(Cc3ccco3)c3nc4ccccc4nc23)nc2ccccc21
55	CC(C)S(=O)(=O)c1ccc(C(=O)Nc2nnc(-c3ccncc3)o2)cc1
77	CCOc1ccc(OCCNS(=O)(=O)c2ccc3c(c2)CCCC3)cc1
58	Nc1ccc2c(c1)CCC(=O)N2
78	Cc1ccc(Cl)cc1S(=O)(=O)NCC1CCN(Cc2ccco2)CC1
62	COC(=O)c1ccc(CSc2nnc(C)c3cnn(-c4ccc(F)cc4)c23)o1
57	O=C(CSc1nnc(CNC(=O)c2ccc(F)cc2)o1)Nc1ccc2c(c1)OCO2
69	CC(Oc1ccccc1F)C(=O)NCCn1nc(-c2cccs2)ccc1=O (stereo not drawn)
66	COc1ccc(C(F)(F)F)cc1NC(=O)CCCSc1ccc(NC(C)=O)nn1
74	CCOc1ccc(-n2nnc3c(=O)n(C/C=C/c4ccccc4)cnc32)cc1

17 of the compounds above, bar-delimited.
smiles | RMI FANCM FP
N#C/C(N)=C(\C#N)NCc1cccc(Cl)c1 | 50
CC1CCc2sc(NC(=O)c3ccco3)c(C#N)c2C1 (stereo not drawn) | 57
CCOC(=O)CSc1nnc(NC(=O)c2ccc(Cl)c(S(=O)(=O)N3CCCCCC3)c2)s1 | 51
CCOc1ccc(C(=O)N=c2sc3cccc(F)c3n2C)cc1 | 74
COc1ccc(C(=O)Nc2nnc(-c3ccc(Br)cc3)o2)cc1OC | 67
Cc1cccc(NC(=O)CCCSc2ccc(NC(=O)c3ccco3)nn2)n1 | 75
C=C1SC(Nc2cccc(Cl)c2C)=NC1(C)C | 53
Cn1c(-c2c(N)n(Cc3ccco3)c3nc4ccccc4nc23)nc2ccccc21 | 30
CC(C)S(=O)(=O)c1ccc(C(=O)Nc2nnc(-c3ccncc3)o2)cc1 | 55
CCOc1ccc(OCCNS(=O)(=O)c2ccc3c(c2)CCCC3)cc1 | 77
Nc1ccc2c(c1)CCC(=O)N2 | 58
Cc1ccc(Cl)cc1S(=O)(=O)NCC1CCN(Cc2ccco2)CC1 | 78
COC(=O)c1ccc(CSc2nnc(C)c3cnn(-c4ccc(F)cc4)c23)o1 | 62
O=C(CSc1nnc(CNC(=O)c2ccc(F)cc2)o1)Nc1ccc2c(c1)OCO2 | 57
CC(Oc1ccccc1F)C(=O)NCCn1nc(-c2cccs2)ccc1=O (stereo not drawn) | 69
COc1ccc(C(F)(F)F)cc1NC(=O)CCCSc1ccc(NC(C)=O)nn1 | 66
CCOc1ccc(-n2nnc3c(=O)n(C/C=C/c4ccccc4)cnc32)cc1 | 74

Later entries.
RMI FANCM FP	SMILES
7	CC(C)OC(=O)c1c(NC(=O)/C(C#N)=C/c2cn[nH]c2-c2ccccc2)sc2c1CCCC2
61	Cn1cccc1Cc1nnc(SCC(=O)Nc2cccc3ccccc23)n1CCc1ccccc1
57	O=c1ccc(-c2ccccc2)n[nH]1
60	O=C(C1CCN(c2nccc(C(F)(F)F)n2)CC1)N1C=CC(C(F)(F)F)=NCC1
58	Cc1c(C(=O)NNc2cc(=O)n(C)c(=O)n2C)cccc1[N+](=O)[O-]
54	CN(C(=O)c1cccc(S(=O)(=O)N(C)C)c1)C1(C)CCS(=O)(=O)C1 (stereo not drawn)
55&56	Cc1ccc(OCC(O)CN2CCN(c3nc(-c4ccccc4)ns3)CC2)c([N+](=O)[O-])c1 (stereo not drawn)
59	CNC(=O)c1ccsc1NC(=O)c1cccc(NS(=O)(=O)c2ccc(OC)cc2)c1
54	OC(Cn1cncn1)c1ccc(Cl)cc1Cl (stereo not drawn)
48	O=C1CC(=O)c2cc(Cl)c(Cl)cc21
62	COc1ccc(-c2noc(-c3cccn(CC(=O)Nc4ccc5c(c4)OCO5)c3=O)n2)cc1OC
67	O=C(Cc1cccc2ccccc12)Nc1ccc2c(c1)CN(C(=O)c1ccco1)CC2

The last two records of the section above come first, to join the parts.
RMI FANCM FP	SMILES
62	COc1ccc(-c2noc(-c3cccn(CC(=O)Nc4ccc5c(c4)OCO5)c3=O)n2)cc1OC
67	O=C(Cc1cccc2ccccc12)Nc1ccc2c(c1)CN(C(=O)c1ccco1)CC2
63	c1ccc(-c2nc3ccccc3nc2-c2ccccn2)nc1
63	O=C(Cc1cccs1)Nc1ccc2c(c1)N(C(=O)C1CCCO1)CC2 (stereo not drawn)
51	NNC(=O)c1cccnc1N
59	Cc1cc(NC(=O)C2CCN(S(=O)(=O)c3cccs3)CC2)ccc1I
55	CCC(CO)Nc1ccnc2c1c(=O)n(C)c(=O)n2C (stereo not drawn)
57	O=C(NCc1ccco1)C(=O)c1c[nH]c2ccccc12
55	CCn1ccc(C(=O)N(CCCN2CCOCC2)c2nc3ccc(Cl)cc3s2)n1
57	O=C(Nc1ccc2c(c1)CCCN2C(=O)C1CC1)c1ccc([N+](=O)[O-])cc1Cl
64	Cc1nn(S(=O)(=O)N2CCOCC2)c(C)c1Br
54	Cc1ccc2oc(C(=O)Nc3ccc(S(=O)(=O)Nc4nccs4)cc3)cc2n1
62	Cc1ccc(CSc2nc(-c3cccc(Cl)c3)nc3c2Cc2c(CO)cnc(C)c2O3)cc1
68	COc1ccc2nc(-c3cccc(NS(=O)(=O)c4cccc(Cl)c4)c3)cn2n1
60	CCOC(=O)CCC(=O)N1CCC(c2nnc(-c3ccco3)o2)CC1
64	CSc1nc2ccc3nc(Nc4nc5cc6c(cc5s4)OCO6)sc3c2s1
77	Cc1ccc(NC(=O)Cn2nc(C)c3cnn(-c4cccc(Cl)c4)c3c2=O)cc1Cl
60	CCn1nc(C(=O)Nc2nc3c(s2)CCc2ccccc2-3)cc1C
57	O=C(CCl)N1CCN(Cc2ccccc2)CC1
93	CCN(CC)CCN(C(=O)c1ccc2c(c1)OCCO2)c1nc2c(F)cccc2s1
54	CS(=O)(=O)Nc1csc(C(F)(F)F)c1-c1ccccc1
68	O=C(CC1CCCCN1S(=O)(=O)c1ccccc1)NCc1ccccn1 (stereo not drawn)
61	Clc1ccc(N2CCN(c3ncnc4nc[nH]c34)CC2)cc1Cl
60	CCOC(=O)C1(CCCCCCOc2ccc(Cl)cc2)CO1 (stereo not drawn)
53	O=S(=O)(c1ccc(-c2ccccn2)s1)N1CCN(C2c3ccccc3-c3ccccc32)CC1
71	COc1ccc(NC(=O)CSc2ccc(NC(=O)c3ccccc3F)nn2)cc1
69	CCN(CC)CCSc1ccc(NC(=O)c2ccccc2F)nn1
56	O=C(CSc1nc2ccccc2c(=O)[nH]1)c1cc2ccccc2o1
62	Clc1ccc(-c2csc(-c3cc4cc(Cl)ccc4oc3=Nc3ccccc3)n2)cc1
51	CC1=CC(=O)C(N=[N+]=[N-])=C(C)C1=NC(=O)c1ccc(C)cc1
64	Cn1ccc(C(=O)Nc2nc3c(s2)CCCC3)n1
66	CCN1CCN(S(=O)(=O)c2ccc(Cl)c(C(F)(F)F)c2)CC1
61	Cc1sc(-c2ccccc2)nc1CC(=O)NNC(=O)Nc1ccc(OC(F)(F)F)cc1
72	CN1CCCc2cc(C(CNC(=O)C(=O)NCc3ccc4c(c3)OCO4)N3CCCC3)ccc21 (stereo not drawn)
66	CCOc1ccc(S(=O)(=O)NCCn2nc(-c3ccncc3)ccc2=O)c(OCC)c1
64	O=C(NCCc1ccccc1)C(=O)NCCN1CCN(c2ccccc2)CC1
54	COc1ccc(Cc2nnc(SCC(=O)Nc3ccc(F)cc3)n2-n2cccc2)cc1OC
54	Cc1ccc(S(=O)(=O)CC(=O)Nc2cccc(Cl)c2)cc1
62	CCOC(=O)c1cc(Br)ccc1OS(=O)(=O)c1ccc2ccccc2c1
78	COc1ccc(-c2ccc(N3CCN(C(=O)Nc4ccc(C)c(F)c4)CC3)nn2)cc1
51	O=C(O)c1nccnc1C(=O)Nc1ccc2c(c1)OCO2
60	O=C(Nc1cccc2ccccc12)C12CC3CC(CC(C3)C1)C2
57	CC(=O)c1cccc(NC(=O)c2ccc3c(c2)CCCC3)c1
64	Cc1nc2scc(-c3cccc(NS(=O)(=O)c4cccs4)c3)n2c(=O)c1C
55	C=C(/C(C)=N\O)c1ccccc1
61	CCOC(=O)C(C(=O)C(F)(F)F)C(NC(N)=S)c1ccco1 (stereo not drawn)
62	O=C(Nc1ccc(S(=O)(=O)NC2CCCCC2)cc1)C1CCCO1 (stereo not drawn)
67	O=c1c(NCc2ccccc2Cl)nccn1-c1ccc2c(c1)OCO2
55	O=C(NNS(=O)(=O)c1ccccc1Cl)c1nn(-c2ccc(F)cc2)ccc1=O
75	COc1ccc(-c2cc(=O)n(CC(=O)N3CCN(c4cccc(Cl)c4)CC3)cn2)cc1
58	N#Cc1ccccc1NC(=O)c1cccc(C(F)(F)F)c1
83	O=C(Nc1ccc2c(c1)OCCO2)c1csc(Nc2ccc(OC(F)F)cc2)n1
73	Nc1nc(SCC(=O)c2ccc(Oc3ccccc3)cc2)n[nH]1
59	CCOC(=O)NC1=C(C2CC2)C(=O)C(NC(=O)OCC)=C(C2CC2)C1=O
61	C=CCn1c(Sc2ncc(C#N)c(N)n2)nnc1-c1cccs1
63	O=C(Nc1ccc2c(c1)OCO2)N1CCCC(c2nnc(Cc3ccc(F)cc3)o2)C1 (stereo not drawn)
58	COC(=O)CSC1=C(C#N)C(c2ccccc2Cl)C(C(=O)OC)C(=O)N1 (stereo not drawn)
50	Cc1ccc(S(=O)(=O)N2CCC(C(=O)Nc3ccccc3S(C)(=O)=O)CC2)cc1
74	COCCN1CCC(CNC(=O)COc2ccc(Cl)cc2)CC1
59	CCOC(=O)c1cc(C(=O)N/N=C\c2cc(OC)c(OC)c(OC)c2)c(C)nc1C
63	O=C(NCCN1CCn2cc(OCc3ccccc3)c(=O)cc2C1=O)c1ccccc1F
72	Cc1ccccc1C(=O)NCCn1ncc2c(=O)n(Cc3cccc4ccccc34)cnc21
60	COCCSc1nnc(C(C)C)c2cnn(-c3ccc(F)cc3)c12
